# Nrf2 ARE act: qHTS of Nrf2 Activators. AREc32 ARE-luciferase reporter (MCF7-derived line), luminescence, 24 h. Potency, µM (series often up to 46.1 µM), without a hit: at the highest dose activation, actives largely listed as activators. 410,000 compounds, 0.31% hits. AID 624171, 2012; further: potency means the concentration at half of the fitted maximal effect; % of control where 0% means no effect; nearly all actives have a fitted effect of over 65% in size
#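 Cells of the AREc32 ARE-luciferase line are plated in OPTI-MEM containing 5% FBS and left overnight at 37 deg C. Compounds are pinned in, incubation continues 24 hr, and firefly luciferase signal is then measured.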
# HepG2 tox: qHTS for Inhibitors of TGF-b: Cytotox Counterscreen; HepG2 CAGA-GFP viability, ATP luminescence, 18 h; Potency, µM (highest dose often 46.1 µM), for inactives: at the top dose activity change, negative = cytotoxicity, hits mostly cytotoxic; 410,000 compounds, 0.76% hits; AID 588856, 2011; further: potency means the concentration at half of the fitted maximal effect; some results filed as inactive show a strong effect at the top dose
#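 HepG2 CAGA-GFP cells (1000/well, DMEM with 1% FBS) received compound, then TGF-beta at 500 pg/mL final, and were incubated 18 hours at 37 degrees C. Viability was read by CellTiter-Glo luminescence. Media-only wells were set as complete cell-killing and DMSO as no toxicity.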
# IL2 activator: qHTS of IL-2 Activators; activation, % (series mostly up to about 46 µM); IL-2 activation reporter assay, cell-based qHTS; stimulated with anti-CD3/CD4/CD28 beads; in transgenic mouse T cells; 360,000 compounds, 0.065% hits; in the data active means activation above about 50%; inconclusive means mostly about 30% to 49%; further: 0% is about no effect
#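 Using fluorescent plate cytometry, EGFP and DsRed are detected in transgenic mouse T cells stimulated 18 h at 37 degrees C with antibody-coated beads after 60 min compound pretreatment.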
# EPAC2 ag: qHTS for Agonist of cAMP-regulated guanine nucleotide exchange factor 4 (EPAC2): primary screen; 360,000 compounds, 0.079% hits; EPAC2 activation, biochemical qHTS; response scale: 100% = 6.5 mM cAMP response; Potency, µM (doses to about 154 µM), inactives show at the top dose activation, usual class: activators; AID 720711, 2013; Rap guanine nucleotide exchange factor 4 (Homo sapiens), Q8WZA2; further: potency means the concentration at half of the fitted maximal effect; nearly all actives have a fitted effect of over 50% in size
# Target sequence (Q8WZA2 whole entry, looked up): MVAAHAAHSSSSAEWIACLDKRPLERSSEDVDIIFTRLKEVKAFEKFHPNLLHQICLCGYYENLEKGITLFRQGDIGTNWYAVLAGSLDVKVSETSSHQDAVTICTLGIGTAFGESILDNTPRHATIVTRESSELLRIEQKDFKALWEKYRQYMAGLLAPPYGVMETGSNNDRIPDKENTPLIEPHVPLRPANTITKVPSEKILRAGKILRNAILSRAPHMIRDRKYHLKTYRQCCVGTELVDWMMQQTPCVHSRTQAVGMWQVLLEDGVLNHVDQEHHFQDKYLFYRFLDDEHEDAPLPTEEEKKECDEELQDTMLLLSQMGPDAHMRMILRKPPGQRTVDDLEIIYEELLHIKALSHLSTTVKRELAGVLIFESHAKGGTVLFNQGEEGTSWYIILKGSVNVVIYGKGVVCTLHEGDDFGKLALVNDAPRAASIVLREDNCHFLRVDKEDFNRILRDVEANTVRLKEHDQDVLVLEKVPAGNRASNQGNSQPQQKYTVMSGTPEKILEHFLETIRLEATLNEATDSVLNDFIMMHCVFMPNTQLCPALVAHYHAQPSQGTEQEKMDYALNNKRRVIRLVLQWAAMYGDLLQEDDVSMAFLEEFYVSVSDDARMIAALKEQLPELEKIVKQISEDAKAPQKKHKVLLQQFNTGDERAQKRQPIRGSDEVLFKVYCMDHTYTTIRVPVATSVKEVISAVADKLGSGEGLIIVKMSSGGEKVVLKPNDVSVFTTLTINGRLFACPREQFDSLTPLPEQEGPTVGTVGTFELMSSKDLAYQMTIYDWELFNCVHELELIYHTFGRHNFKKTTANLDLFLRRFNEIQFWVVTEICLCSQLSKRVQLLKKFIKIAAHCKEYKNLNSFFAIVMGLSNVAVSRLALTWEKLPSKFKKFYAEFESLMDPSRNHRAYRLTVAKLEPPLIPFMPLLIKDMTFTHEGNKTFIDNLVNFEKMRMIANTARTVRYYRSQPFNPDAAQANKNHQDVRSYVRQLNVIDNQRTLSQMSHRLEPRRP
#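 Compounds were titrated in qHTS against a Rap1B-BODIPY-GDP (250 nM) complex with EPAC2 (100 nM) and GDP (50 uM). BODIPY-GDP release tracked at 480/540 nm over 30 min at room temperature, normalized to 6.5 mM cAMP.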
# ATXN2 expr inh: Primary qHTS for Inhibitors of ATXN expression; AID 1745845, 2022; Potency, µM (doses to about 57 µM), without a hit: at the highest dose activity change, negative = inhibition, usual class: inhibitors; 360,000 compounds, 0.72% hits; HEK-293 ATXN2-luciferase reporter, luminescence, 24 h; further: potency means the concentration at half of the fitted maximal effect; on the % scale 0 is the no-effect control and ±100 the full control effect; nearly all actives have a fitted effect of over 55% in size
#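 qHTS (up to 57 uM final) was run with 24 h compound exposure of reporter cells at 37 °C. Each well was multiplexed: SteadyGlo luminescence measured ATXN2-luciferase expression after a fluorogenic Gly-Phe-AFC viability readout (25 uM final).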
# ATXN viability: Viability Counterscreen for Primary qHTS for Inhibitors of ATXN expression | S2 cells (HEK-293 line with an ATXN2-luciferase reporter) viability, CellTiter-Fluor protease fluorescence, 24 h | Potency, µM (doses to about 56.7 µM), usual class: cytotoxic | 400,000 compounds, 0.49% hits | AID 651635, 2014; further: potency means the concentration at half of the fitted maximal effect; nearly all actives have a fitted effect of over 40% in size
# A549 viability: Nrf2 qHTS screen for inhibitors: counterscreen for cytotoxicity. Potency, µM (series often up to 46 µM), without a hit: at the highest dose activity change, negative = cytotoxicity, actives largely listed as inhibitors. 390,000 compounds, 0.16% hits. A549 ARE-Fluc cells, CellTiter-Fluor viability, 18-24 h; further: potency means the concentration at half of the fitted maximal effect; on the % scale 0 is the no-effect control and ±100 the full control effect
#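 Cytotoxicity counterscreen: CellTiter-Fluor fluorescence was measured in A549 ARE_Fluc cells after 18-24 h of compound exposure in a concentration series. The subsequent BugLite luminescent read reports ARE-luciferase activity.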
# Nrf2 block: Nrf2 qHTS screen for inhibitors; 360,000 compounds, 2.1% hits; A549 ARE-Fluc reporter, luciferase luminescence, 18-24 h; Potency, µM (series often up to 46 µM), for inactives: at the top dose activity change, negative = inhibition, most hits filed as inhibitors; further: potency means the concentration at half of the fitted maximal effect; on the % scale 0 is the no-effect control and ±100 the full control effect; nearly all actives have a fitted effect of over 60% in size
#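 Concentration-response testing used A549 ARE_Fluc cells at 5000 cells/well. Following an 18-24 h compound incubation, viability was read by fluorescence (Ex 405/Em 525) and luciferase output by luminescence.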
# TGFb inhibitor: qHTS for Inhibitors of TGF-b. AID 588855, 2011. HepG2 CAGA-GFP TGF-b/SMAD3 reporter, GFP fluorescence, 18 h; TGF-beta stimulated, 500 pg/mL final. 410,000 compounds, 1.2% hits. Potency, µM (doses to about 46.1 µM), for the others: at the top dose activity, negative = inhibition, actives largely listed as inhibitors; further: potency means the concentration at half of the fitted maximal effect; on the % scale 0 is the no-effect control and ±100 the full control effect; nearly all actives have a fitted effect of over 65% in size
#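 Cell-based qHTS in HEPG2 carrying a CAGA-GFP Smad reporter; compounds added before 500 pg/mL final TGF-beta, 18 h incubation at 37 degrees C, GFP fluorescence quantified per cell by imaging cytometry.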
# The depositor's hits bear a star; i = inactive; ? = inconclusive; · = not tested or not shown; & = joins results of further samples; [ ] = another dose, or the depositor's remark. Unless noted, the call rests on the fitted dose curve; in most records, active means well fitted curve in the direction sought with a large enough effect; inconclusive means small, poorly fitted or top-dose-only effect, or another doubt; inactive means no such curve, though single readings can be large; an effect the other way counts as inactive or inconclusive. No enrichment for hits; any-hit rate near 4.3%.
# Values run as follows: Nrf2 ARE act, HepG2 tox, IL2 activator, EPAC2 ag, ATXN2 expr inh, ATXN viability, A549 viability, Nrf2 block, TGFb inhibitor
[1] Cc1ccc(C(=O)Nc2c(C)n(C)n(-c3ccccc3)c2=O)cc1S(=O)(=O)N1CCCCC1
    0.0%, 2%, -0.1, 4%, -14%, i, 6%, 8%, -5%
[2] COc1ccc(C(CNC(=O)c2oc3ccc(C)cc3c2C)N2CCOCC2)cc1 (centres undefined)
    0.4%, 7%, ·, ·, ·, ·, 1%, -8%, -15%
[3] CNC(=O)C1Cc2c(-c3ccc4c(c3)OCO4)ccnc2O1 (centres undefined)
    -0.2%, -14%, -0.6, 9%, -1%, i, ·, ·, 18%
[4] COc1cc(C(=O)NCCC(=O)NC2CCC(C)CC2)cc(OC)c1OC (centres undefined)
    0.3%, 1%, -0.9, 0%, 19%, i, 0%, -8%, -7%
[5] Cc1c(C=O)n(C)n(-c2ccccc2)c1=O
    -0.4%, -1%, 0.9, -3%, -24%, i, 0%, -6%, 7%
[6] O=C(NNC(=O)C1C2CCC(C2)C1C(=O)O)c1cccc(Cl)c1 (centres undefined)
    4.5%, -2%, -0.2, 9%, 1%, i, 8%, 4%, 5%
[7] Cc1ccc(C(=O)c2coc3ccc(O)c(Cl)c23)cc1
    3.4%, -83%, 1.0, 20%, 60%[activator], i, 0%, -19%, -23%
[8] COC(=O)c1ccc(NC(=O)c2ccc3c(c2)C(=O)N(Cc2cccnc2)C3=O)cc1
    0.3%, 5%, -3.0, 5%, -1%, i, 2%, 2%, 18%
[9] CC1CN(C(=O)COc2ncnc3ccccc23)CC(C)O1 (centres undefined)
    -0.4%, -43%, -0.1, 6%, -3%, i, -1%, 1%, 0%
[10] Cc1ccccc1NC(=S)Nn1cnnc1
    0.2%, -17%, 1.6, 9%, 6%, i, 3%, -12%, -5%
[11] COc1cc(-c2nnc3sc(-c4ccncc4)nn23)cc(OC)c1OC
    -0.6%, -14%, 3.0, -2%, -21%, i, 4%, 1%, 3%
[12] O=C(NN=Cc1c[nH]c2ccccc12)NN=Cc1c[nH]c2ccccc12
    15%, -10%, -3.1, 8%, ·, ?, ·, ·, 22%
[13] COc1cccc(-c2nc(-c3ccc(NC(=O)c4ccncc4)cc3)no2)c1
    -0.1%, 2%, 6.4, 0%, ·, ·, -2%, ?, 0%
[14] O=C(NCC1CCCO1)C1CCN(S(=O)(=O)c2cc(Cl)ccc2Cl)CC1 (centres undefined)
    -0.2%, 17%, 0.1, 1%, -9%, ?, 0%, 3%, 16%
[15] CC(C)n1c(-c2ccco2)csc1=Nc1cccnc1
    4.2%, -36%, -2.1, 6%, 1%, i, -10%, 13µM*, -14%
[16] CCCCNC(=O)C1CCC(CNS(=O)(=O)c2ccc(Cl)cc2)CC1 (centres undefined)
    0.1%, -15%, ·, ·, 5%, i, 0%, ·, -3%
[17] CC1C(=O)N(Cc2cn(Cc3ccco3)nn2)CCS(=O)(=O)N1Cc1ccc(-c2ccc(Cl)c(Cl)c2)cc1 (centres undefined)
    0.0%, -41%, -3.1, -2%, ?, ?, ·, ·, ?
[18] CCCNC(=O)c1ccc2c(c1)S(=O)(=O)c1ccccc1C2=O
    0.5%, 13%, -2.5, 13%, -12%, i, 7%, -15%, 17%
[19] COc1ccc2c(c1)c(=O)c(C(=O)c1ccc(Cl)cc1)cn2CC(=O)Nc1ccc2c(c1)OCO2
    0.0%, 7%, ·, ·, 11%, ?, 3%, 6%, 25%
[20] CC(=O)Nc1ccc(S(=O)(=O)NC2=NCN(C(C)C)CN2)cc1
    0.2%, 1%, ·, ·, -7%, i, 7%, ?, 15%
[21] CC(=O)c1cc2c(cc1NS(=O)(=O)c1ccc3c(c1)OCCO3)OCO2
    -0.2%, 3%, -2.4, 20%, -15%, i, -12%, -6%, 1%
[22] Cc1nccn1CC(O)COC1CCCCC1 (centres undefined)
    -0.3%, -3%, -1.0, -8%, 1%, i, 4%, 7%, 12%
[23] Cc1ccc(S(=O)(=O)NCc2ccncc2)cc1
    2.0%, -7%, -0.5, 5%, -27%, i, -6%, 2.6µM*, ?
[24] O=C(NCc1ccncc1)c1csc([C@@H]2O[C@H](CO)[C@@H](O)[C@H]2O)n1
    -1.1%, -3%, -0.6, 2%, 14%, i, ·, ·, 2%
[25] N#C/C(=C(\O)Cc1ccccc1)c1nc2ccccc2[nH]1
    7.6%, -23%, 0.3, 2%, -25%, ?, -2%, ·, -15%
[26] CC(C)CCN1CCN(Cc2ccc(C#CC(C)(C)O)s2)CC1CCO (centres undefined)
    0.2%, -11%, 0.6, 6%, -14%, i, -11%, -16%, 5%
[27] Cc1onc(-c2ccccc2Cl)c1C(=O)N1CCC(Cc2ccccc2)CC1
    0.0%, -27%, -3.4, 6%, -22%, i, 0%, ?, ?
[28] COc1cc(OC)cc(C(=O)NCc2cccnc2)c1
    -0.6%, -8%, 4.5, 8%, -8%, i, 4%, ·, -11%
[29] CC(C)CCN1C(=O)c2ccc(C(=O)Nc3c[nH]c(=O)[nH]c3=O)cc2C1=O
    -0.3%, 0%, 0.4, 3%, -13%, i, -8%, 9%, 9%
[30] CC(=O)C(/C=N/c1cc(-c2ccc(C)cc2)nn1-c1ccccc1)=C(\C)O
    2.2%, 9%, -0.5, -3%, 31%[activator], i, -1%, 29%, -4%
[31] N#CC(=C=[N-])c1nc2ccccc2nc1-[n+]1cccc(NC(=O)c2cccs2)c1
    -0.1%, 17%, 0.9, 0%, ·, i, 1%, ?, 12%
[32] Cc1cc(Oc2cccc3c2S(=O)(=O)N(C2CCCC2)CC(COCc2ccccc2)O3)cc(C)c1C (centres undefined)
    2.5%, -5%, -0.8, 6%, -5%, i, 11%, -22%, -6%
[33] Cc1c(C)n(C)c2ccc(C(=O)Nc3cccc4ccccc34)cc12
    3.5%, -3%, -0.3, 13%, 4%, i, -13%, -3%, 4%
[34] Cc1cc2nc(CCl)cc(=O)n2[nH]1
    7.4%, 2%, 2.0, 3%, 13%, i, -5%, 0%, -2%
[35] COc1ccc(-n2c(=O)[nH]cc(C(=O)Nc3ccc4c(c3)OCO4)c2=O)cc1OC
    -0.1%, 8%, -3.3, 4%, -2%, i, -2%, -3%, 7%
[36] CCCn1c(SCC(=O)N(C)C2CCS(=O)(=O)C2)nc2sc3c(c2c1=O)CCC3 (centres undefined)
    3.4%, -30%, -0.5, 4%, -16%, ?, 2%, 0%, -29%
[37] O=C(COC(=O)CNC(=O)C1CCCCC1)Nc1ccccc1Cl
    0.1%, 0%, -2.5, 0%, 2%, i, -4%&-2%, 6%&13%, 7%
[38] CC(CCc1ccccc1)NC(=O)COC(=O)C(CCC(N)=O)NC(=O)c1ccc(F)cc1 (centres undefined)
    -0.6%, -3%, -0.2, 0%, ·, i, 4%, -14%, 3%
[39] CCC(C)N(C)C1CCN(C(=S)Nc2cccc(SC)c2)CC1 (centres undefined)
    -0.2%, -13%, -0.1, 3%, -18%, i, 2%, -6%, -17%
[40] CC1(C)CC(N2CCCC2)=CC(=[N+]2CCCCCC2)C1
    -0.8%, -8%, -2.4, 9%, ?, i, -23%, -20%, -30%
[41] O=C(c1ccc(Cl)cc1)N1CCC(C(=O)N2CCN(c3ncccn3)CC2)CC1
    -0.1%, -2%, -2.9, -2%, 21%, i, 1%, 15%, 2%
[42] O=C(Cc1ccc(Cl)cc1)NCCc1csc2nc(-c3ccccc3F)nn12
    7.3%, -9%, ·, ·, -23%, ?, -2%, ·, -14%
[43] CCOC(=O)C1(CCCc2ccccc2)CCN(Cc2cnc(C)s2)CC1
    2.7%, -19%, -0.9, 19%, ?, ?, 2%, ?, -4%
[44] COc1ccc(OCCCC(=O)NNC(=O)c2ccncc2)cc1
    -0.1%, -5%, -1.6, 1%, 3%, i, -2%, -24%, -18%
[45] COc1cccc(C2C(C#N)=C(N)Oc3cc(C)n(Cc4ccccn4)c(=O)c32)c1OC (centres undefined)
    -1.0%, 10%, 0.2, 7%, 9%, i, 2%, ·, 9%
[46] CCC(C)[C@H](NC(=O)[C@@H]1CSC2c3ccccc3C(=O)N21)C(=O)NCC1CCCO1 (some centres undefined)
    -0.9%, 0%, -2.1, 2%, -14%, i, 5%, 12%, -3%
[47] CC1CN(C(=O)/C=C/c2ccc(SC(F)F)cc2)CC(C)O1 (centres undefined)
    -0.3%, -15%, -0.1, 8%, 5%, i, 3%, 1%, -1%
[48] CCN1CCN(CC(=O)Nc2cccc(C)c2C)C(=O)C1=O
    -0.6%, 3%, 1.1, 0%, 8%, i, -1%, 15%, -1%
[49] CC(C)n1c(N2CCN(C(=O)N3CCCCC3)CC2)nc2ccccc21
    0.1%, 25%, -1.0, -7%, -3%, i, -5%, -1%, 0%

# Screens deposited in PubChem by National Center for Advancing Translational Sciences (NCATS).
